# Screening data (PubChem)
# Menin MLL FP TR: menin-MLL binding inhibition, Texas Red mutant peptide. O00255. Menin + Texas Red MLL mutant peptide, fluorescence polarization. Potency, µM (highest dose often 61.6 µM), for the others: at the top dose FP activity change, negative = inhibition, hits mostly inhibitors. 270,000 compounds, 0.23% hits; active means well fitted inhibition curve with a large enough effect in the polarisation, with a control signal flat, not every such curve was filed as active; inconclusive means small, poorly fitted or top-dose-only effect, or effect the other way, or a change in a side signal; inactive means no such curve, though single readings can be large or run the other way; the % refers to the polarisation; further: % of control where 0% means no effect; many of its hits are not listed in these tables
# Target sequence (O00255 whole entry, looked up): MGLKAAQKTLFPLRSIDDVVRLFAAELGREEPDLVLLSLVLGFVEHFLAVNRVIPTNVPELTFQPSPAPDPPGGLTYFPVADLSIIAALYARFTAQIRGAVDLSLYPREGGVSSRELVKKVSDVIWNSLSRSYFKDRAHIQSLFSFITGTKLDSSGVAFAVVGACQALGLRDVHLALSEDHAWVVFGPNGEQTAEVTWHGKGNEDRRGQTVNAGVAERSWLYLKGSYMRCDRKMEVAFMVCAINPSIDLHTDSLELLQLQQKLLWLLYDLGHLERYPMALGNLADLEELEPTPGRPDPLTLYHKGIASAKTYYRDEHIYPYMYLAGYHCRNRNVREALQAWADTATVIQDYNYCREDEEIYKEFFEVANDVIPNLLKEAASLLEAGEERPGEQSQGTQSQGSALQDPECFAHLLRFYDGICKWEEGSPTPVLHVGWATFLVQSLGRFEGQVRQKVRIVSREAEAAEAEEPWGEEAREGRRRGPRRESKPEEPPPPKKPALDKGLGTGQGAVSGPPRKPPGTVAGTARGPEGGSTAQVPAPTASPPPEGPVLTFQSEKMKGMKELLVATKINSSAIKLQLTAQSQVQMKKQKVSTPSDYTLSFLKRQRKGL
# Starred values were filed as active, the others as inactive; ? = inconclusive; & = joins results of further samples; [ ] = remark or other dose. Potency means the concentration at half of the fitted maximal effect.
Menin MLL FP TR	molecule
19%[11.7 µM]	CCOC(=O)N/N=C1/C[C@@H](O)[C@@H](O)[C@@H]2[C@H]3C(=O)N(c4ccc(F)cc4F)C(=O)[C@@H]3CC[C@H]12
-5%	COCCn1c(=O)c(-c2ccc(Cl)cc2)nc2cnc(Oc3ccccc3)nc21
-11%	CC1=C(/C=C/C(C)=C/C=C/C(C)=C/C=C/C=C(C)/C=C/C=C(C)/C=C/C(=O)[C@]2(C)C[C@@H](O)CC2(C)C)C(C)(C)C[C@H](O)C1
-3%	CC(C)C[C@@H](CC(=O)N[C@@H](CCCN)CC(=O)N[C@@H]1CCNC[C@H]1C(=O)N[C@H](CC(=O)N[C@@H](CCC(=O)O)CC(=O)O)Cc1c[nH]c2ccccc12)NC(=O)[C@@H]1CCCC[C@H]1N
10%[24.8 µM]	O=c1cc(-c2ccccc2O)oc2c(O)c(O)ccc12
-29%	CN(C)C(=O)c1ccc(-c2ccc3ncnc(NCCN4CCOCC4)c3c2)cc1
-1%	C=CCOC[C@@H]1CN2[C@H](c3ccc(Br)cc3)[C@@H](C)CC[C@H]2C(=O)O1
-3%	O=C(O)c1nc2cc(Cl)c(Cl)cc2[nH]c1=O
-12%[24.8 µM]	C[C@@H]1[C@H]2CC[C@@H]3[C@@H]4CC=C5C[C@@H](N(C)C)CC[C@]5(C)[C@@H]4CC[C@@]32CN1C
1%	COc1ccc(-c2nc3cnc(OC)nc3n(Cc3cccs3)c2=O)cc1
?	OCc1cc([C@@H](O)CNCCCCCCOCCCCc2ccccc2)ccc1O
1%	CN(C)C(=O)c1ccc(-c2cncnc2N(C)Cc2ccco2)cc1
-2%	O=c1cnc2cnc(N3CCNCC3)nc2n1CCc1ccccc1
1%[24.8 µM]	Cc1cc(=O)oc2cc(O[C@@H]3O[C@H](C(=O)O)[C@@H](O)[C@H](O)[C@H]3O)ccc12
5%	COC(=O)[C@@H]1C[C@H]1[C@@H](NC(=O)c1cc(C)nn1C)c1ccccc1
-9%	COC(=O)c1ccc(C(NC(=O)OCc2ccccc2)/C(C)=C/[C@@H](C)C(=O)N2CCN(C)CC2)cc1 (stereo partly drawn)
1%	COCC(=O)N1CCC2(CC1)CCN(c1ncccn1)CC2
9%[24.8 µM]	CC(=O)C1=C(O)C=C2Oc3c(C(C)=O)c(O)c(C)c(O)c3[C@]2(C)C1=O
-14%	C[C@@H]1C(=O)O[C@H]2C[C@@]34[C@H]5C[C@@H](C(C)(C)C)[C@]36[C@H](OC(=O)[C@H]6O)O[C@]4(C(=O)O5)[C@]21O
9%[11.7 µM]	C[C@@H]1C=CCC(=O)OC[C@H](C)C(=O)OC[C@H]2O[C@H]1C=C[C@@H]2O
?	CC(=O)c1ccc(C2CC34CN(Cc5cccc(Cl)c5)S(=O)(=O)C3CC2O4)cc1 (stereo not drawn)
0%	COCCNc1nc(-c2ccccc2OC)nc2ccccc12
-18%	CCOc1ccccc1-c1nnc2n1N=C(c1ccc(OC)cc1)CS2
-1%	Cn1c(=O)c(-c2ccccc2)nc2cnc(OCc3ccccc3)nc21
-2%	CCCCC/C=C\C/C=C\C/C=C\C/C=C\CCCCCC(=O)NC(C)C(=O)O (stereo not drawn)

# Of the compounds above, these have a COOH group:
Menin MLL FP TR	molecule
-3%	CC(C)C[C@@H](CC(=O)N[C@@H](CCCN)CC(=O)N[C@@H]1CCNC[C@H]1C(=O)N[C@H](CC(=O)N[C@@H](CCC(=O)O)CC(=O)O)Cc1c[nH]c2ccccc12)NC(=O)[C@@H]1CCCC[C@H]1N
-3%	O=C(O)c1nc2cc(Cl)c(Cl)cc2[nH]c1=O
1%[24.8 µM]	Cc1cc(=O)oc2cc(O[C@@H]3O[C@H](C(=O)O)[C@@H](O)[C@H](O)[C@H]3O)ccc12
-2%	CCCCC/C=C\C/C=C\C/C=C\C/C=C\CCCCCC(=O)NC(C)C(=O)O (stereo not drawn)

# (list continues)
Menin MLL FP TR	molecule
-15%	O=C(c1cc(C(F)(F)F)cc(C(F)(F)F)c1)N1CCC[C@@]2(CCN(Cc3ccccc3)C2)C1
-8%&-5%	COc1cc(C2c3cc4c(cc3C(O)[C@H]3COC(=O)C23)OCO4)cc(OC)c1OC (stereo partly drawn)
9%	N#Cc1cccc(-c2cc(NCc3ccccc3)ncn2)c1
11%	CN1CCC2(CC1)CCN(C(=O)c1ccncc1)CC2
?	CC[C@H]1C2=C3C(CC[C@H]4C(OCc5ccc(F)cc5C(F)(F)F)OC[C@](C)([C@@H]34)N(C(=O)OC(C)(C)C)C2)C(COC(C)=O)C1COC(C)=O (stereo partly drawn)
-1%	COc1ccc(-c2nc3cnc(N4CCNCC4)nc3n(-c3ccccc3)c2=O)cc1
?	CCCCCS(=O)(=O)CCCCCCCCCCn1c(-c2ccc(O)cc2)c(C)c2cc(O)ccc21
14%	C=CCOC(=O)N[C@H](c1ccco1)C(C(C)=O)C(C)=O
5%	CCCC1CC(C(=O)N[C@H](C(C)O)C2OC(SC)[C@@H](O)C(O)C2O)N(C)C1 (stereo partly drawn)
-20%	O=c1cnc2cnc(Nc3ccccc3)nc2n1C[C@H]1CCCO1
-10%	NC(=O)C1CCCN1C(=O)C(Cc1cnc[nH]1)NC(=O)C1CCC(=O)N1 (stereo not drawn)
-9%&-2%[11.7 µM]	COc1ccc(OC2C(O)COC2/C=C/C#Cc2ccc(F)cc2F)cc1 (stereo not drawn)
19%	c1ccc(Nc2cc(-c3ccoc3)ncn2)cc1
?	COc1cccc(Cn2c(=O)c(-c3cccs3)nc3cnc(Nc4cccc(OC)c4)nc32)c1
?	COc1ccc2c(c1)C(c1ccccc1C)CC(=O)O2 (stereo not drawn)
2%	O=C(NCC1CCCCC1)c1nnc(C(=O)NCC2CCCCC2)c2c1[nH]c1ccccc12
7%	Cn1cccc1C(=O)N1CCC2(CC1)CN(C(=O)Nc1cccc(F)c1)C2
-13%[11.7 µM]	COCOc1ccc(Br)cc1C(=O)[C@H]1O[C@H]1c1cccc(OC)c1
2%	COc1cccc(Nc2ncc3nc(CCc4ccccc4)c(=O)n(CCC#N)c3n2)c1
-10%	COc1ccc(-c2nc3cnc(N(C)C)nc3n(C[C@H]3CCCO3)c2=O)cc1
-20%	COc1ccc2c(c1)O[C@H](c1ccc3c(c1)OCO3)[C@@H](OC(=O)NS(=O)(=O)c1ccc(F)cc1)C2=O
?	O=C1OC2(c3ccc(O)cc3Oc3cc(O)ccc32)c2ccccc21
-2%[11.7 µM]	C=CCNC(=O)N1CCc2nc(-c3ccc(OC)cc3C)c3c(c2C1)CO[C@@H](c1ccccc1)C3
?	COc1ccc2[nH]cc(CCNc3nc(-c4c(C)noc4C)nc4ccccc34)c2c1
0%	O=C(c1cnccn1)N1CCC[C@@]2(CCN(Cc3ccncc3)C2)C1

# Quoted from the entries so far (six entries):
Menin MLL FP TR	molecule
-15%	O=C(c1cc(C(F)(F)F)cc(C(F)(F)F)c1)N1CCC[C@@]2(CCN(Cc3ccccc3)C2)C1
-8%&-5%	COc1cc(C2c3cc4c(cc3C(O)[C@H]3COC(=O)C23)OCO4)cc(OC)c1OC (stereo partly drawn)
9%	N#Cc1cccc(-c2cc(NCc3ccccc3)ncn2)c1
11%	CN1CCC2(CC1)CCN(C(=O)c1ccncc1)CC2
?	CC[C@H]1C2=C3C(CC[C@H]4C(OCc5ccc(F)cc5C(F)(F)F)OC[C@](C)([C@@H]34)N(C(=O)OC(C)(C)C)C2)C(COC(C)=O)C1COC(C)=O (stereo partly drawn)
-1%	COc1ccc(-c2nc3cnc(N4CCNCC4)nc3n(-c3ccccc3)c2=O)cc1

# Carrying on:
Menin MLL FP TR	molecule
-2%	COc1ncc2nc(CCc3ccccc3)c(=O)n(CCC#N)c2n1
-17%	COc1ccccc1CNc1ncncc1-c1ccccc1Cl
5%[24.8 µM]	O[C@H](CCCN1CCN(c2ncc(F)cn2)CC1)c1ccc(F)cc1
4%	O=C(Nc1ccccc1)N1CCC2(CCNCC2)CC1
5%	CC[C@H](C)[C@@H](NC(=O)O[C@@H]1Cc2cc(Br)ccc2O[C@H]1c1cccc(OC)c1)C(=O)OC
-4%	CCOc1ccc(C(=O)c2ccc(O)c(O)c2O)cc1
14%[24.8 µM]	CC[C@@](N)(C(=O)O)c1ccc(C(=O)O)cc1
14%	COc1ccc2c(c1)C(=O)[C@@H](OC(=O)NCCc1ccc(OC)c(OC)c1)[C@H](c1ccc(OC)c(Br)c1)O2
-2%	CCC1=C2CC[C@H]3C(=O)N(CC)C(=O)[C@H]3[C@H]2[C@@]2(C)C(=NCCc3c[nH]c4ccccc34)OC(=O)N2C1=O
20%&-10%&-2%[11.7 µM]	Cc1ccc(S(=O)(=O)OCC2CN3C(CCC(C)C3c3ccc(Br)cc3)C(=O)O2)cc1 (stereo not drawn)
2%	O=C(O)C(O)[C@@](O)(Cc1ccc(O)cc1)C(=O)O (stereo partly drawn)
-10%	CC(C)NC(=O)N1CC[C@@]2(CCCN(C(=O)c3cc(C(F)(F)F)cc(C(F)(F)F)c3)C2)C1
-2%	O=C(c1cc(C(F)(F)F)cc(C(F)(F)F)c1)N1CCC2(CCN(Cc3ccncc3)CC2)CC1
-9%	C[C@H]1CC[C@@H]2N(C1)C[C@H]1[C@@H]3C[C@H]4[C@@H](C/C(=N\O)[C@H]5C[C@@H](O)CC[C@@]54C)[C@@H]3CC[C@H]1[C@]2(C)O
-21%	NCCCC[C@H](NC(=O)[C@H](CCCN=C(N)N)NC(=O)[C@H](CO)NC(=O)[C@H](CCCN=C(N)N)NC(=O)[C@@H](N)Cc1ccc(O)cc1)C(=O)N[C@@H](Cc1ccc(O)cc1)C(=O)N[C@@H](CO)C(=O)N[C@@H](CO)C(=O)N[C@@H](Cc1c[nH]c2ccccc12)C(=O)N[C@@H](Cc1ccc(O)cc1)C(=O)O
15%	CC[C@H](C)[C@H](NC(=O)[C@H](Cc1ccc(O)cc1)NC(=O)[C@@H](NC(=O)[C@H](CCCN=C(N)N)NC(=O)[C@@H](N)CC(=O)O)C(C)C)C(=O)N[C@@H](Cc1cnc[nH]1)C(=O)N1CCC[C@H]1C(=O)N[C@@H](Cc1ccccc1)C(=O)N[C@@H](Cc1cnc[nH]1)C(=O)N[C@@H](CC(C)C)C(=O)O
8%	COc1ccc(CNc2ccnc(-c3ccccc3C(F)(F)F)n2)c(OC)c1
21%	COC(=O)C(C(=O)OC)C(Cc1cc(F)cc(F)c1F)NC=O (stereo not drawn)
5%	O=C(c1ccncc1)N1CCC2(CC1)CN(c1cccc(-c3ccccc3)c1)C2
-1%[11.7 µM]	C/C(CCN1CCCCc2nc(C)c(C)cc21)=N\O[C@@H](C)CN1CCCc2nc(C)c(C)cc21
12%[11.7 µM]	C=CC[C@@H]1C=C[C@@H](O/N=C2/C[C@@H](O)[C@@H](O)[C@@H]3[C@@H]4C(=O)N(CC)C(=O)[C@H]4CC[C@@H]23)[C@@H](CO)O1
0%	COC(=O)[C@@]1(Cc2ccc(OC)cc2)[C@H]2c3cc(C(=O)N4CCCC4)n(CCN4CNCC4=O)c3C[C@H]2CN1C(=O)c1ccccc1
-7%[24.8 µM]	COc1ccc2c3c([nH]c2c1)[C@@H]1C[C@@H]2[C@@H](C[C@H](O)[C@H](OC)[C@H]2C(=O)O)CN1CC3
29%	COC(=O)c1ccc2c(c1)c(I)c(-c1ccc(OC)cc1)n2C
-6%[11.7 µM]	COC(=O)C/C=C1\c2ccccc2C(OC)C1C (stereo not drawn)

# The list goes on:
Menin MLL FP TR	molecule
21%	COc1ccc(CNc2nc(-c3ccc(C(=O)N(C)C)cc3)nc3ccccc23)c(OC)c1
6%	COCCn1c(=O)c(-c2cccs2)nc2cnc(N(C)C)nc21
2%	CCCC[C@@H]1C[C@H]1C(NC(=O)c1ccccc1)c1ccccc1C(F)(F)F (stereo partly drawn)
15%&-6%[11.7 µM]	CO[C@H]1COC(=O)C/C=C\[C@H](C)[C@H](OC)COC(=O)[C@@H](C)COC(=O)C/C=C\[C@@H]1C
-20%	c1cncc(-c2ccc3ncnc(NCCN4CCOCC4)c3c2)c1
?	CS(=O)(=O)Nc1cccc(-c2nc(NCCN3CCOCC3)c3ccccc3n2)c1
7%	Cc1noc(C)c1-c1nc(N(C)C)c2ccccc2n1
-18%	COc1ccccc1-c1cc(NCc2cccc(C)c2)ncn1
-1%	CCCN1CCC(=O)N(C(CSc2ccc(OC)cc2)c2ccccc2)CC1 (stereo not drawn)
0%	CC(C)C[C@@H](NC(=O)[C@@H](O)[C@H](N)Cc1ccccc1)C(=O)O
-15%	COc1ccc(-n2c(=O)c(C)nc3cncnc32)cc1
0%	C=C(C)[C@H]1CC=C(CO)CC1
0%	CC(C)CN1CCCC2(CCN(C(=O)c3csnn3)CC2)C1
-19%	COc1ccc(-c2ccc(OC)c(C3C4C=CCC(C)C4C(=O)N3Cc3ccccc3)c2)cc1OC (stereo not drawn)
-4%	COC(C)(C)CCCC(C)C/C=C/C(C)=C/C(=O)O (stereo not drawn)
1%[24.8 µM]	NC(=O)CCCCn1ccc(NC(N)=NCC(F)(F)F)n1
13%	COc1cccc(Nc2ncc3ncc(=O)n(CCC#N)c3n2)c1
22%	CCCCC[C@H](O)/C=C/C=C\C=C\C=C\[C@@H](O)[C@@H](O)CCCC(=O)O
-22%[11.7 µM]	COc1cccc(CC(=O)N2CCc3nc(COc4ccccc4)c4c(c3C2)CO[C@@H](C)C4)c1
8%[11.7 µM]	CC(C)CO/N=C1/C[C@@H](O)[C@@H](O)[C@@H]2[C@@H]3C(=O)N(C(C)(C)C)C(=O)[C@H]3CC[C@H]12
7%	COc1ccc(-c2nc3cnc(N4CCN(C)CC4)nc3n(Cc3cccc(OC)c3)c2=O)cc1
-2%	C=C1C(=O)OC2C=C(C)CCC=C(C)CCC12 (stereo not drawn)
10%	Nc1sc2c(c1C(=O)c1ccc(Cl)cc1)CCCC2
7%	NC(=O)N/N=C/c1ccc(Oc2ccc(F)cc2)cc1
-11%&4%	S=c1[nH]c2ccccc2s1
-13%	CCN(CC)CCC(c1ccc(N(C)C)cc1)c1c(OC)cc(OC)c2c(C)cc(=O)oc12 (stereo not drawn)
38%[activator]	C=CC(=O)c1ccc2ccccc2c1
26%[11.7 µM]	O=C(NCCC[N+]1=CC=N[C@H]1c1ccccc1)N1CCCc2nc(-c3ccc(Br)cc3)ccc21

# Only part of the results is shown (hit frequency here may not be typical).
